# Screening data (PubChem)
# PKM2 activator: qHTS Assay for Activators of Human Muscle isoform 2 Pyruvate Kinase; Pyruvate kinase PKM (Homo sapiens), P14618; purified PKM2, Kinase-Glo ATP luminescence, activation; response scale: 0% is enzyme alone, no compound; Potency, µM (top dose mostly 57.5 µM), for inactives: at the highest dose activation, usual class: activators; hit rate 0.34% among 260,000; AID 1631, 2009; also: potency is read from the fitted curve at half-maximal effect; % is scaled to controls: 0 for no effect and ±100 for the full control effect; nearly all actives have a fitted effect of over 55% in size
# Target sequence (P14618 whole entry, looked up, canonical isoform): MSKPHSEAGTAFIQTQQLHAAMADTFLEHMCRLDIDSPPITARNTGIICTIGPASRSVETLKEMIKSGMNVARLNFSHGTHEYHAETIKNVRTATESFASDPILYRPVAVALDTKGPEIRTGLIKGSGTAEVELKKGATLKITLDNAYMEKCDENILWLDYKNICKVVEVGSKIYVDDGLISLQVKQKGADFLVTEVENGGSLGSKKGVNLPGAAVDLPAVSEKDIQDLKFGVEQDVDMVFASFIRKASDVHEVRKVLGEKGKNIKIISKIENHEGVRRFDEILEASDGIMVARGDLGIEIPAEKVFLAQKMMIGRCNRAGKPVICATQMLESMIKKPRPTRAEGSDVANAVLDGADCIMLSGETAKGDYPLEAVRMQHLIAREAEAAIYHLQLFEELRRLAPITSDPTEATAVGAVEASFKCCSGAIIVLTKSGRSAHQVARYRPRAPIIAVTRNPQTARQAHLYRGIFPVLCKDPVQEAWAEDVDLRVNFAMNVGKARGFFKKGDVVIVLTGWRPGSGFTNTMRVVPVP
#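 Purified hPK-M2 (>95% pure) converted ADP (0.1 mM final) to ATP with 0.5 mM PEP in 50 mM imidazole pH7.2, KCl, MgCl2, Tween 20, BSA; 1 h at room temperature. ATP detected by Kinase-Glo luminescence.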
# MBNL1 CUG block: qHTS Assay for Inhibitors of MBNL1-poly(CUG) RNA binding; Muscleblind-like protein 1 (Homo sapiens), Q9NR56; Potency, µM (series often up to 57.5 µM), for the others: at the highest dose activity change, negative = inhibition, actives largely listed as inhibitors; hit rate 0.036% among 280,000; TR-FRET MBNL1-His/biotin-(CUG)12 binding, 665/545 ratio; active = well fitted inhibition curve with a large enough effect in the signal ratio, with a control signal flat, not every such curve was filed as active; inconclusive = small, poorly fitted or top-dose-only effect, or effect the other way, or a change in a side signal; inactive = no such curve, though single readings can be large or run the other way; the % refers to the signal ratio; also: potency is read from the fitted curve at half-maximal effect; % is scaled to controls: 0 for no effect and ±100 for the full control effect
#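 MBNL1-His + Biotin-(CUG)12, cpd titration 92 nM–58 uM; Tb anti-His Ab 0.055 ng/ul, SA-XL665 5 nM (final); 60 min RT; ratiometric 665/545 nm, Ex 340 nm; normalized to buffer and full-complex controls.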
# Mito fusion act: qHTS Assay for Small Molecule Inhibitors of Mitochondrial Division or Activators of Mitochondrial Fusion; hit rate 0.23% among 320,000; Potency, µM (doses to about 46.1 µM), for the others: top-dose growth rescue (activation), actives largely listed as activators; S. cerevisiae fusion-defective mutant growth rescue, CellTiterGlo 48 h; AID 485298, 2010;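 also: potency is read from the fitted curve at half-maximal effect; % of control where 0% means no effect; nearly all actives have a fitted effect of over 45% in size; temperature-sensitive fusion mutants such as fzo1-1 at 37 °C on non-fermentable ethanol glycerol medium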
#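 S. cerevisiae fusion-defective temperature-sensitive mutants (e.g. fzo1-1, mgm1-5) grown 48 h at 37C in YPEG (ethanol/glycerol non-fermentable) medium with 23 nl compound per well; growth rescue read as CellTiterGlo luminescence.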
# GALK inh: qHTS Assay for Inhibitors of Human Galactokinase (GALK). P51570. Purified GALK, Kinase-Glo residual ATP luminescence. Potency, µM (top dose mostly 57.5 µM), without a hit: top-dose activity change, negative = inhibition, actives largely listed as inhibitors. hit rate 0.007% among 270,000; also: potency is read from the fitted curve at half-maximal effect; % is scaled to controls: 0 for no effect and ±100 for the full control effect
#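 Quantitative HTS: GALK 5 nM, ATP 35 uM, galactose 100 uM, 1 h room temperature, then luciferase-based ATP detection.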
# Chronic BCR inh: qHTS Assay to Find Inhibitors of Chronic Active B-Cell Receptor Signaling. ABC-DLBCL IkBa-CBG/CBR reporter, luminescence ratio, 4 h. Potency, µM (titrated, usually from 46.1 µM), for inactives: at the highest dose ratio change, negative = lower green/red ratio, most hits filed as inhibitors. hit rate 0.05% among 340,000. AID 493014, 2011; active = well fitted inhibition curve with a large enough effect in the signal ratio, with a control signal flat, not every such curve was filed as active; inconclusive = small, poorly fitted or top-dose-only effect, or effect the other way, or a change in a side signal; the % refers to the signal ratio;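 also: potency is read from the fitted curve at half-maximal effect; plate controls were basal doxycycline-induced cells for no effect and cells given 10 µM MG132 for full effect; MG132 reads +100%, hits lower the ratio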
#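 Cell line TMD8 (human ABC DLBCL), stably expressing tet-inducible CBG68-IkBa fusion and CBR; IMDM/0.5% FBS; cpd up to 46 uM; dox induction, 4 h, 37C/5% CO2; dual luminescence; green/red ratio; MG132 control.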
# TSHR antag: Antagonists of the Thyroid Stimulating Hormone Receptor: HTS campaign; TSHR-expressing cells, TSH-stimulated cAMP HTRF, 2 h; stronger effect = lower value; activity change, negative = inhibition, % at 11.5 µM; hit rate 0.2% among 330,000;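 active = activity change below a set negative limit, meaning inhibition stronger than a set level, cut at about -70% in these data; inconclusive = activity change between two set negative limits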; also: % is scaled to controls: 0 for no effect and ±100 for the full control effect
#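 Cell-based HTRF cAMP assay; TSHR cells + compound, TSH EC80 (4nM final), 2 h, 37 deg C. Lysis with anti-cAMP cryptate and cAMP-d2, 30 min RT, read 665/620 nm.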
# ASM inhibitor: Inhibitors of Secretory Acid Sphingomyelinase (S-ASM): qHTS; Sphingomyelin phosphodiesterase (Homo sapiens), P17405; placental ASM, HMU-PC fluorogenic substrate, 60 min; Potency, µM (doses to about 57.5 µM), for the others: at the highest dose activity change, negative = inhibition, actives largely listed as inhibitors; hit rate 0.006% among 340,000; AID 504937, 2011; also: potency is read from the fitted curve at half-maximal effect
# Target sequence (P17405 47-631 limits assumed): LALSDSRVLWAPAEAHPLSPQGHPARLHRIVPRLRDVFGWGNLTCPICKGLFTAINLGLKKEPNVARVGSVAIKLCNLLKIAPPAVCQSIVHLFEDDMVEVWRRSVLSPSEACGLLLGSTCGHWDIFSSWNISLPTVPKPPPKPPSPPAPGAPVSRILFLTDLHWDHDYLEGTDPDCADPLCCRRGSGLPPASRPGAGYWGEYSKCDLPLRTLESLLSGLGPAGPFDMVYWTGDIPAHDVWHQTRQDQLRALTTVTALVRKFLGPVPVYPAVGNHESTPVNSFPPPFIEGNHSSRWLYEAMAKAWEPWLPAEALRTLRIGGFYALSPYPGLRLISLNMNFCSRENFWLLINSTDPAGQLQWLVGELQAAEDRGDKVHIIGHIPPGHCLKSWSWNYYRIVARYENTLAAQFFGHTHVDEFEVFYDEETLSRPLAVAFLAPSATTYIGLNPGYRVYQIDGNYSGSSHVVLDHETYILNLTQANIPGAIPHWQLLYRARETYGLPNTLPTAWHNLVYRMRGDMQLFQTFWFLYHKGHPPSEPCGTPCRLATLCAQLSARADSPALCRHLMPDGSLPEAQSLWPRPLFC
#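 qHTS format. ASM enzyme prepared from human placenta hydrolyses the fluorogenic substrate HMU-PC0 (9 uM final) over 60 min at 37 °C after a 10 min compound preincubation.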
# Eya2 phos inh: qHTS Assay for Inhibitors of the Phosphatase Activity of Eya2; hit rate 0.006% among 330,000; Potency, µM (top dose mostly 76.9 µM), for the others: at the highest dose activity, negative = inhibition, actives largely listed as inhibitors; recombinant Eya2, OMFP fluorescence dephosphorylation (OMFP is methylfluorescein phosphate); Protein phosphatase EYA2 (Homo sapiens), O00167; AID 488837, 2010; also: potency is read from the fitted curve at half-maximal effect; % is scaled to controls: 0 for no effect and ±100 for the full control effect
#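 Eya2 (0.2 uM) preincubated 10 min at ambient with compound, then OMFP substrate added at 50 uM; 10 min reaction in 50 mM HEPES pH 7.5, 50 mM NaCl, 5 uM MgCl2, 0.05% BSA, 1 mM DTT. Fluorescence read at Ex 485/Em 525 nm.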
# hERG WT inh: qHTS for Inhibitors of KCHN2 3.1: Wildtype qHTS. hit rate 0.37% among 340,000. activity change, % at 1.84 µM. AID 720551, 2013. U2OS, BacMam KCNH2, thallium flux FluxOr; stronger effect = lower value;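 active = maximum activity change below -70%; inconclusive = maximum activity change between -70% and -50%; inactive = maximum activity change above -50%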; also: % is scaled to controls: 0 for no effect and ±100 for the full control effect
#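 U2OS cells transduced with wild-type KCNH2 virus are loaded with FluxOr dye for 45 min, and thallium flux is measured in kinetic reads before and after stimulation buffer. Rate constants are normalized to DMSO controls.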
# USP2a block: qHTS Assay for Inhibitors of Ubiquitin-specific Protease USP2a Using CHOP2 as the Reporter; hit rate 0.01% among 330,000; Ubiquitin carboxyl-terminal hydrolase 2 (Homo sapiens), O75604; AID 463254, 2010; Potency, µM (top dose mostly 38.3 µM), inactives show at the top dose activity change, negative = inhibition, usual class: inhibitors; USP2 core, Ub-CHOP2 coupled fluorogenic reporter, 485/531;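 also: potency is read from the fitted curve at half-maximal effect; plate controls were DMSO wells for no effect and full inhibition by NEM control for full effect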
#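 Deubiquitinase activity read as fluorescence (485/531 nm) after Ub-CHOP2 cleavage activates the enterokinase reporter on its substrate; USP2 core 10nM, Ub-CHOP2 and substrate 25nM each, 30min compound preincubation then 60min RT; data normalized to NEM, curves fitted.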
# Menin MLL FP TR: qHTS Assay for Inhibitors Targeting the Menin-MLL Interaction in MLL Related Leukemias: Competition With Texas Red Labeled MLL-derived Mutant Peptide; Menin + Texas Red MLL mutant peptide, fluorescence polarization; AID 1768, 2009; O00255; hit rate 0.23% among 270,000; Potency, µM (series often up to 61.6 µM), without a hit: at the top dose FP activity change, negative = inhibition, actives largely listed as inhibitors; active = well fitted inhibition curve with a large enough effect in the polarisation, with a control signal flat, not every such curve was filed as active; inconclusive = small, poorly fitted or top-dose-only effect, or effect the other way, or a change in a side signal; inactive = no such curve, though single readings can be large or run the other way; the % refers to the polarisation; also: potency is read from the fitted curve at half-maximal effect; % of control where 0% means no effect; many of its hits are not listed in these tables
# An asterisk follows results filed as active; ? = inconclusive; nt = not tested or not shown; [ ] = remark or other dose. Unless noted, calls follow the shape of the dose curve; as a rule, active = well fitted curve in the direction sought with a large enough effect; inconclusive = small, poorly fitted or top-dose-only effect, or another doubt; inactive = no such curve, though single readings can be large; an effect the other way counts as inactive or inconclusive. Some of the compounds tested; rates above refer to the full screens.
SMILES,PKM2 activator,MBNL1 CUG block,Mito fusion act,GALK inh,Chronic BCR inh,TSHR antag,ASM inhibitor,Eya2 phos inh,hERG WT inh,USP2a block,Menin MLL FP TR
COc1cc(C(=O)Nc2cccc(-n3cnnn3)c2)cc(OC)c1OC,nt,6%,13%,0%,-12%,5,-1%,7%,1,2%,14%
Cc1nn(Cc2ccccc2)c(C)c1C(=O)NCC(c1cccs1)N1CCOCC1 (stereo unspecified),nt,nt,-3%,nt,?,5,1%,-3%,-4,1%,nt
O=C(NCc1ccncc1)C(=O)N/N=C/c1cccnc1,-4%,8%,2%,5%,?,-6,5%,4%,-27,4%,8%
Cc1cc(-c2nnco2)c(C)n1-c1ccccc1,-10%,-4%,5%,-2%,-11%,-1,-1%,-21%,4,-1%,1%
O=C(CN(C(=O)CCC(=O)Nc1nccs1)c1ccc(F)cc1)NCCc1ccccc1,2%,0%,1%,6%,?,2,-3%,-8%,-15,0%,?
CCCCn1c(SCC(=O)Nc2cccc(OC)c2)nc2ccc(N3CCOCC3)cc2c1=O,18%,-2%,17%,0%,?,-5,20%,2%,-4,-9%,?
CCOCCCNC(=O)C(NC(=O)CNC(=O)c1ccccc1)c1ccc(OC)cc1 (stereo unspecified),nt,-6%,-9%,8%,?,-2,146%,-6%,-3,7%,-5%
O=C(Cc1ccccc1F)NCC(=O)Nc1ccccc1Br,nt,-16%,8%,6%,-13%,18,-2%,9%,-2,5%,nt
CCc1nc(N)c(C#N)c(-c2ccc(F)cc2)c1C,1%,6%,1%,0%,?,-10,-1%,9%,9,-1%,-1%
Cc1cccc(Nc2nnc(SCC(=O)c3c(N)n(C4CC4)c(=O)[nH]c3=O)s2)c1,nt,nt,-3%,nt,0%,35,-5%,-8%,-20,-2%,nt
Cn1cc(-c2nc3ccccc3[nH]2)c2ccccc21,-5%,-8%,2%,1%,?,-5,-2%,9%,16,1%,28%
O=C(COC(=O)C1CCN(c2ccc(C(F)(F)F)cn2)CC1)NCc1ccccc1,nt,nt,-2%,nt,1%,31,-5%,-21%,18,0%,nt
CCOC(=O)c1ccc(S(=O)(=O)N2CCN(C(=O)C3CSC4(C)CCC(=O)N34)CC2)cc1 (stereo unspecified),nt,nt,-1%,nt,-1%,7,-2%,22%,3,3%,nt
CC(C)Cn1c(N)c(C(=O)COC(=O)C2CC(=O)N(Cc3ccccc3Cl)C2)c(=O)n(C)c1=O (stereo unspecified),-1%,nt,-5%,1%,-4%,-1,-1%,-9%,-7,1%,-12%
O=C(c1ccccc1)c1cnc(-c2ccccc2)s1,-11%,114%[activator],-3%,0%,?,-5,6%,-13%,1,2%,-16%
Cc1cc2cc(CNC(=O)c3ccc4c(c3)OCO4)ccc2n1C,5%,56%[activator],-1%,-6%,9%,1,-1%,7%,-9,-4%,?
CCOc1ccccc1Nc1nc(-c2sc(NC(=O)c3ccc([N+](=O)[O-])cc3)nc2C)cs1,-3%,15%,-1%,-1%,?,-16,nt,5%,nt,-1%,?
COc1ccccc1NC(=O)Nc1ccc(Br)cn1,-7%,-4%,1%,-3%,?,-2,-1%,3%,-1,1%,-15%
CCC(CC)C(=O)Nc1nnc(SCC(=O)N2CCN(c3ccccc3OC)CC2)s1,-2%,13%,4%,1%,1%,-1,-1%,5%,1,-3%,-6%
O=C(CCCSc1nc(-c2ccco2)cc(C(F)(F)F)n1)NCc1cccs1,3%,17%,3%,1%,nt,nt,-11%,nt,0,nt,13%
Cn1nc(C(F)(F)F)c(C(=O)Nc2ccc(C(F)(F)F)cc2)c1Cl,-1%,8%,8%,0%,-5%,-8,-3%,-16%,1,2%,48%[activator]
O=C(CNC(=O)c1ccco1)Nc1ccc(F)c(Cl)c1,2%,-5%,2%,0%,0%,8,1%,1%,6,2%,35%[activator]
CC(C)CN(CC(C)C)C1=N/C(=C\c2ccco2)C(=O)N1c1ccccc1,7%,6%,-1%,nt,7%,9,475%[activator],-6%,7,-1%,-9%
O=C(Nc1ccc(Cl)cc1C(F)(F)F)c1ccccc1Cl,-2%,-15%,-12%,1%,1%,-1,-3%,-1%,2,4%,1%
O=c1cc(-c2ccccc2)nc2nc(-c3ccccc3)[nH]n12,-6%,-6%,0%,-9%,?,-12,3%,-3%,3,3%,38%[activator]

# Not a retest: 3 of the compounds above.
SMILES,PKM2 activator,MBNL1 CUG block,Mito fusion act,GALK inh,Chronic BCR inh,TSHR antag,ASM inhibitor,Eya2 phos inh,hERG WT inh,USP2a block,Menin MLL FP TR
COc1cc(C(=O)Nc2cccc(-n3cnnn3)c2)cc(OC)c1OC,nt,6%,13%,0%,-12%,5,-1%,7%,1,2%,14%
Cc1nn(Cc2ccccc2)c(C)c1C(=O)NCC(c1cccs1)N1CCOCC1 (stereo unspecified),nt,nt,-3%,nt,?,5,1%,-3%,-4,1%,nt
O=C(NCc1ccncc1)C(=O)N/N=C/c1cccnc1,-4%,8%,2%,5%,?,-6,5%,4%,-27,4%,8%

# (list continues)
SMILES,PKM2 activator,MBNL1 CUG block,Mito fusion act,GALK inh,Chronic BCR inh,TSHR antag,ASM inhibitor,Eya2 phos inh,hERG WT inh,USP2a block,Menin MLL FP TR
COc1ccccc1Oc1ccc2c(c1)C(=O)N(CC1CCCO1)C2=O (stereo unspecified),7%,nt,-2%,7%,-2%,-6,-2%,-2%,-13,3%,nt
O=C(NCCS(=O)(=O)NCCc1ccccc1)c1ccc2c(c1)OCO2,nt,nt,-5%,nt,?,3,5%,-7%,1,5%,nt
COCCOc1ccc(C(F)(F)F)cc1NC(=O)CN1C(=O)NC2(CCc3ccccc32)C1=O (stereo unspecified),nt,nt,-3%,nt,?,-1,-8%,6%,-14,8%,nt
CSc1nc(N(C)NC(=O)c2ccc(F)cc2)c2ccccc2n1,9%,-4%,-2%,0%,?,0,4%,-14%,8,-1%,1%
CC(C)Cc1n[nH]c(=O)[nH]1,5%,-15%,-2%,2%,15%,-3,2%,8%,-9,0%,-25%
Cc1ccc(C)c(OCCC(=O)Nc2ccc(S(=O)(=O)N3CCCC3)cc2)c1,nt,nt,14%,nt,?,37,-8%,5%,-16,2%,nt
COc1ccc(CCNC(=O)CN(c2ccc(OC)c(OC)c2)S(=O)(=O)c2ccc(C)cc2)cc1,0%,-7%,5%,-1%,-1%,-8,-7%,2%,2,-1%,-25%
Cn1nc(C(F)(F)F)c(C(=O)Nc2ccc(F)cc2F)c1Oc1cccc(Cl)c1,-2%,2%,19%,3%,10%,-9,-3%,0%,7,-2%,-20%
Cc1csc(NC(=O)CSc2ccc(-c3ccc(F)cc3)nn2)n1,26%,-4%,-2%,9%,-1%,7,-3%,9%,2,2%,11%
CCn1c(CNc2ccc(F)cc2)nnc1SCC(=O)Nc1ccc(OC)cc1OC,4%,-7%,8%,6%,?,-8,3%,-7%,-4,0%,1%
O=C(CN(CC1CCCO1)S(=O)(=O)c1ccc(S(=O)(=O)NCC2CCCO2)cc1)Nc1ccccc1 (stereo unspecified),-2%,-10%,-4%,2%,nt,nt,-1%,nt,-5,nt,6%
